# Bioassay records: PubChem BioAssay, National Center for Advancing Translational Sciences (NCATS)
# 3T3 cytotox: Cytotoxic Profiling in NIH 3T3 Cell Line of Diverse Libraries Using Quantitative High-Throughput Screening; NIH 3T3 viability, CellTiter-Glo ATP luminescence, 48-72 h; Potency, µM (highest dose often 96.7 µM), inactives show top-dose activity change, negative = cytotoxicity, actives largely listed as inhibitors; actives 4.3% (n = 94,000); also: potency is read from the fitted curve at half-maximal effect; nearly all actives have a fitted effect of over 55% in size
#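 First NIH 3T3 cells are plated at 400 cells/well; next compound is pinned in; then plates incubate 48 or 72 hr at 37 °C; finally CellTiter-Glo is added and luminescence read after 10 min.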
# FLuc inh: Firefly luciferase inhibition profiling of diverse chemical library using quantitative high-throughput screening. AID 1347043, 2019. purified P. pyralis luciferase, luminescence, biochemical. actives 2.5% (n = 76,000). Potency, µM (highest dose often 115 µM), inactives show at the highest dose activity change, negative = inhibition, hits mostly inhibitors. Luciferin 4-monooxygenase (Photinus pyralis), P08659; also: potency is read from the fitted curve at half-maximal effect; nearly all actives have a fitted effect of over 65% in size
# Target sequence (P08659 whole entry, looked up): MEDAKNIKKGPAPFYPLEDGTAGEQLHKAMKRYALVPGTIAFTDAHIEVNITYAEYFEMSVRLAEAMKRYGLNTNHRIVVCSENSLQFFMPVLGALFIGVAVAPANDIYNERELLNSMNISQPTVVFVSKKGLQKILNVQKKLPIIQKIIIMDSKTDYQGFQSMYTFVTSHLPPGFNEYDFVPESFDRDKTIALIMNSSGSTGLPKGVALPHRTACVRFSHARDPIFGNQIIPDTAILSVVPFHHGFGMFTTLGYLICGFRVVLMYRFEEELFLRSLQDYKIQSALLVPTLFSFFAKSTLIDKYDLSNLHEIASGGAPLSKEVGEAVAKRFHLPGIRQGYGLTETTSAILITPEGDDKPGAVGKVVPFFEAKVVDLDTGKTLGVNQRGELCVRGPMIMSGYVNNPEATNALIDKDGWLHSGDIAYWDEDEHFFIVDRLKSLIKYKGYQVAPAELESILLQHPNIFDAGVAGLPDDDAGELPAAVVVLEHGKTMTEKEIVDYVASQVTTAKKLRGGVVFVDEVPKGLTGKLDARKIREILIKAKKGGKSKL
#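 Luminescence read by CCD imager after adding enzyme (10nM final) to wells holding compound, titrated in qHTS. Substrates 10uM each D-luciferin and ATP; buffer 50mM Tris acetate pH 7.5, 10mM Mg acetate, Tween-20, BSA.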
# HEK cytotox: Cytotoxic Profiling in HEK 293 Cell Line of Diverse Libraries Using Quantitative High-Throughput Screening. HEK 293 viability, ATP luminescence (CellTiter-Glo), 48-72 h. Potency, µM (top dose mostly 115 µM), inactives show top-dose activity change, negative = cytotoxicity, usual class: inhibitors. actives 6.6% (n = 94,000); also: potency is read from the fitted curve at half-maximal effect; nearly all actives have a fitted effect of over 60% in size
#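 Cells seeded first (HEK 293, 250 cells/well), then compound added by pintool. Incubation ran 48 or 72 hr at 37 degree Celsius. CellTiter-Glo was added and luminescence imaged after 10 min at room temperature.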
# GPT2 inhibitor: Primary qHTS assay for inhibitors of Glutamate pyruvate transaminase 2 (GPT2) | actives 0.25% (n = 100,000) | Recombinant GPT2, coupled pyruvate oxidase/HRP Amplex Red fluorescence | Potency, µM (highest dose often 57.7 µM), for the others: at the highest dose activity change, negative = inhibition, hits mostly inhibitors | Alanine aminotransferase 2 (Homo sapiens), Q8TD30; also: potency is read from the fitted curve at half-maximal effect; nearly all actives have a fitted effect of over 60% in size; many of its hits are not listed in these tables
#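 Fluorescence of coupled pyruvate oxidase/HRP/Amplex Red system (50uM Amplex, 30 min, dark) reports pyruvate formed by GPT2. Enzyme reaction: 10ng/uL GPT2, 2mM L-alanine, 250uM a-KG, 30 min room temperature, pH 7.5; 50uM AOA control.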
# SNCA viab count: GF-AFC viability counterscreen for inhibitors of alpha-synuclein gene (SNCA) expression; HEK-293-SNCA-luc viability, GF-AFC fluorescence, 24 h; Potency, µM (highest dose often 57.1 µM), without a hit: top-dose activity change, negative = cytotoxicity, usual class: cytotoxic; actives 0.12% (n = 150,000);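 also: potency is read from the fitted curve at half-maximal effect; 0% = DMSO-treated cells and -100% = medium-only wells without cells; nearly all actives have a fitted effect of over 30% in size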
#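 Cytotoxicity counterscreen: after 24 h compound treatment of genome-edited SNCA-luciferase HEK-293 cells, live-cell protease substrate GF-AFC read by fluorescence after 30 min; activity scaled between DMSO (0%) and medium-only (-100%), curves Hill-fitted.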
# SNCA expr inh: Primary qHTS assay for inhibitors of alpha-synuclein gene (SNCA) expression; Potency, µM (doses to about 57.2 µM), inactives show at the top dose activity change, negative = inhibition, most hits filed as inhibitors; AID 1671194, 2021; actives 0.17% (n = 140,000); HEK-293 SNCA-luciferase knock-in, luminescence, 24 h;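 also: potency is read from the fitted curve at half-maximal effect; plate controls were DMSO cells for no effect and cell-free wells for full effect; nearly all actives have a fitted effect of over 45% in size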
# IP6K1 inh: Primary qHTS assay for small molecule inhibitors of Inositol hexaphosphate kinase 1 (IP6K1); Inositol hexakisphosphate kinase 1 (Homo sapiens), Q92551; activity change, % (series mostly up to about 58 µM); IP6K1 kinase, ADP-Glo luminescence, 2 h; active compounds read low; actives 0.81% (n = 140,000); AID 1645851, 2021; in the data active = activity change below about -25%
# Target sequence (Q92551 whole entry, looked up): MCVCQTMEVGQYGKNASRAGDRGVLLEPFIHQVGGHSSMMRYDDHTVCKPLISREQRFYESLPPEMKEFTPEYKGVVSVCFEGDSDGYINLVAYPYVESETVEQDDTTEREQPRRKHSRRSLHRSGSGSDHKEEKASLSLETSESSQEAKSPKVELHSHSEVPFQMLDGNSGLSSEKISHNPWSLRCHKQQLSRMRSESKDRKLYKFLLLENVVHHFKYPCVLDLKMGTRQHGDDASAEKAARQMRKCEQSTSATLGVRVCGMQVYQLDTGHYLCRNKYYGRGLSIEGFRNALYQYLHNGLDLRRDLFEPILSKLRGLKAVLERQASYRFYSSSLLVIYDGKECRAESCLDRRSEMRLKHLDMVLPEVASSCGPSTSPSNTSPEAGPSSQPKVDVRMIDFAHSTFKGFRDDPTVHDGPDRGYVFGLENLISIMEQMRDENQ
#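 ADP-Glo luminescence measures ADP made by human IP6K1 during a 2 h RT reaction with ATP/IP6 (mix at 1.3 mM/130 uM); top library doses 57.5 and 19.1 uM final.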
# * marks the source's active call; other numbers are inactive results; i = inactive; u = inconclusive; x = not tested or not shown; [ ] = another dose, or the depositor's remark. Unless noted, calls follow the shape of the dose curve; as a rule, active = well fitted curve in the direction sought with a large enough effect; inconclusive = small, poorly fitted or top-dose-only effect, or another doubt; inactive = no such curve, though single readings can be large; an effect the other way counts as inactive or inconclusive. Unless noted, % is scaled to controls: 0 for no effect and ±100 for the full control effect. An excerpt, so the mix of outcomes need not match the whole.
# Results follow in this order: SNCA viab count, 3T3 cytotox, IP6K1 inh, SNCA expr inh, HEK cytotox, FLuc inh, GPT2 inhibitor
c1cc(-c2n[nH]c(CC3CCNC3)n2)ccn1 (stereo not given)
  1%, 2%, -1, 31%[activator], 3%, 0%, i
Cn1cc(S(=O)(=O)c2ccc(Cl)cc2)c2cccc(N3CCNCC3)c21
  -41%, x, 6, x, x, x, -26%
O=C(O)C(=O)Nc1cccc(-c2nn[nH]n2)c1
  -14%[23.9 µM], x, -1, -62%[25.6 µM], x, x, 2%
CNC(=O)c1cc(C2CC2)nc2c1c(C1CCCN1C(=O)c1ccccc1)nn2C (stereo not given)
  x, -13%, -2, x, -4%, x, x
Cc1noc(C)c1CCC(=O)N1Cc2[nH]cnc2CC1C(=O)O (stereo not given)
  14%, -5%, -10, -8%, -13%, -4%, u
CC1CCC2(CC1)NC(=O)N(CC(=O)Nc1ccc3c(c1)OCCO3)C2=O (stereo not given)
  -7%, u, 4, 5%, 4%, u, 4%
CC(c1cccs1)N(C)C(=O)C1CC1 (stereo not given)
  5%[87.6 µM], -10%[174 µM], -9, u, -6%[230 µM], 10%[230 µM], i
CCCn1cnc2c1CN(S(=O)(=O)c1ccccc1)[C@H](C(=O)OC)C2
  0%[87.6 µM], -13%[138 µM], 7, -17%[87.6 µM], -3%[172 µM], -2%[172 µM], -3%[88.5 µM]
CCc1ocnc1C(=O)N[C@@H]1CCOC[C@H]1OCC1CCC1
  5%, 2%, 10, u, 2%, 8%, -2%
O=C1NC2(CCN(C(=O)c3ccccn3)CC2)Oc2ccccc21
  6%[87.6 µM], 1%[138 µM], -1, -22%[87.6 µM], -5%[172 µM], -7%[172 µM], i

# An excerpt from above in order of formula weight, lowest first:
# Results follow in this order: SNCA viab count, 3T3 cytotox, IP6K1 inh, SNCA expr inh, HEK cytotox, FLuc inh, GPT2 inhibitor
CCc1ocnc1C(=O)N[C@@H]1CCOC[C@H]1OCC1CCC1
  5%, 2%, 10, u, 2%, 8%, -2%
CC1CCC2(CC1)NC(=O)N(CC(=O)Nc1ccc3c(c1)OCCO3)C2=O (stereo not given)
  -7%, u, 4, 5%, 4%, u, 4%
Cn1cc(S(=O)(=O)c2ccc(Cl)cc2)c2cccc(N3CCNCC3)c21
  -41%, x, 6, x, x, x, -26%

# Further structures
# Results follow in this order: SNCA viab count, 3T3 cytotox, IP6K1 inh, SNCA expr inh, HEK cytotox, FLuc inh, GPT2 inhibitor
CC(c1ncncc1F)C(O)(Cn1cncn1)c1ccc(F)cc1F (stereo not given)
  -7%, x, 12, x, x, x, i
COc1ccc2c(Sc3ccccc3)c(C(=O)NCc3cccc(OC)c3OC)[nH]c2c1
  15%, x, 7, -14%, x, x, x
O=C(CN1CCOCC1)NC1CCc2nnc(C3CC3)n2CC1 (stereo not given)
  0%, -11%, -7, -11%, -10%, -5%, i
Cc1c(C(=O)N2CCn3nc(CO)cc3C2)cnc2cc(=O)[nH]n12
  8%, 2%, 3, -20%, -29%, -7%, i
O=C(NCc1cccc(F)c1)C1CCCN1C(=O)c1cccc(-c2ccccn2)c1 (stereo not given)
  -13%, -9%, -9, -16%, -8%, x, i
CCc1noc([C@@H]2CC(F)(F)CN2C(=O)c2ccc(C#N)cc2)n1
  5%, -4%, 0, 8%, -1%, -12%, 3%
COc1ccc(NS(=O)(=O)c2cc3[nH]c(=O)c(=O)[nH]c3cc2C)cc1OC
  -2%, x, 47, u, x, x, x
CC(Cc1cnccn1)NC(=O)CC1c2ccccc2CCc2ccccc21 (stereo not given)
  2%, -5%, 5, -11%, -27%, 3%, 4%
O=C(c1ccc2[nH]ccc2c1)N1CCCC(Cc2noc(-c3ccccn3)n2)C1 (stereo not given)
  -28%, -16%, 8, -2%, u, -9%, -13%
O=C(CN(c1cccc(C(F)(F)F)c1)S(=O)(=O)c1ccccc1)Nc1cccc(Cl)c1
  -23%, x, -10, u, x, x, x

# (more compounds)
# Results follow in this order: SNCA viab count, 3T3 cytotox, IP6K1 inh, SNCA expr inh, HEK cytotox, FLuc inh, GPT2 inhibitor
COCC(=O)N1CC(N2C(=O)c3c(c(C)nn3-c3ccccc3)C2C(C)C)C1 (stereo not given)
  x, -26%, 8, x, -7%, x, x
O=C(Nc1cccc(-c2nnc3n2CCCC3)c1)NC1CCCC1
  2%, -7%, 10, 14%, 3%, 4%, i
O=C(Cn1ncc2ccsc2c1=O)N1CCN(c2ccc(Cl)cc2)CC1
  -2%, x, -2, 4%, x, x, x
CCO[C@H]1C[C@@H](O)C12CCN(C(=O)c1cc(S(N)(=O)=O)ccc1F)CC2
  2%, i, 37, u, i, 7%, -4%
O=C1CCC(c2ccc(-n3ccnc3)cc2)=NN1
  6%, x, x, 28%, x, x, 2%
COc1ccc(CNC(=O)CSc2c3c(nc4ccc(Cl)cc24)CCCC3)cc1
  -2%, x, 3, 0%, x, x, x
CCc1cnc(C)nc1-c1cc(NCc2ccccn2)nc2[nH]ccc12
  u, -23%, 18, 54%[activator], -22%, -26%, 0%
COc1cccc(NC(=O)CSc2c(C)cnc3c2c(=O)n(C)c(=O)n3C)c1
  -6%, x, -24, -3%, x, x, x
Cn1ccnc1C(=O)N1CCC(N2C(=O)C3(CCCCC3)C2c2ccccc2)CC1 (stereo not given)
  12%, -6%, -11, -5%, -5%, x, -4%
C=CCN(C)C(=O)[C@@H](C)C1CC[C@@]2(C)Cc3sc(Nc4c(Cl)cccc4Cl)nc3[C@@H](C)[C@@H]2[C@H]1O (stereo not given in full)
  -8%, 45µM*, 8, 0%, u, -23%, -22%

# Continued; the last 3 above are carried over.
# Results follow in this order: SNCA viab count, 3T3 cytotox, IP6K1 inh, SNCA expr inh, HEK cytotox, FLuc inh, GPT2 inhibitor
COc1cccc(NC(=O)CSc2c(C)cnc3c2c(=O)n(C)c(=O)n3C)c1
  -6%, x, -24, -3%, x, x, x
Cn1ccnc1C(=O)N1CCC(N2C(=O)C3(CCCCC3)C2c2ccccc2)CC1 (stereo not given)
  12%, -6%, -11, -5%, -5%, x, -4%
C=CCN(C)C(=O)[C@@H](C)C1CC[C@@]2(C)Cc3sc(Nc4c(Cl)cccc4Cl)nc3[C@@H](C)[C@@H]2[C@H]1O (stereo not given in full)
  -8%, 45µM*, 8, 0%, u, -23%, -22%
CCC(CC)C(=O)Nc1ccc(C(=O)OCc2cc(=O)n3nc(C4CC4)sc3n2)cc1
  1%, x, 14, 17%, x, x, x
COc1cccc(CNC(=O)C2CCCN(S(=O)(=O)c3ccc4c(ccn4C)c3)C2)c1 (stereo not given)
  8%, x, 16, u, x, x, x
CN1CCCCCCN(C(=O)c2cccs2)[C@H]2CCC[C@H]2C1=O
  4%, 0%, -7, -8%, -21%, -9%, -12%
Cc1ccccc1C(=O)NCc1ccc2c(c1)CCN2C(=O)c1ccccc1
  1%, x, -10, 15%, x, x, x
CCc1nc2c(c(-c3ccc(Cl)cc3)n1)CCN(C(=O)c1ccccc1F)CC2
  -4%, -22%, 1, -21%, -22%, -1%, i
CC1CN(C(=O)N2CCC(C(=O)NCc3cccs3)CC2)c2cc(Cl)ccc2O1 (stereo not given)
  -10%, x, 11, -16%, x, x, x
CCCCc1ccc(NC(=O)Cn2cnc3c(oc4ccccc43)c2=O)cc1
  7%, x, 11, 12%, x, x, x
Cc1ccc(C2NC(=O)N(CC(=O)Nc3cccc(C#N)c3)C3=C2C(=O)OC3)cc1 (stereo not given)
  3%, u, -1, u, u, 1%, 1%
CCCn1c(=O)c2sccc2n2c(CCCC(=O)Nc3ccc(Oc4ccccc4)cc3)nnc12
  -22%, x, 54, -8%, x, x, x
O=C(c1cccc(=O)[nH]1)N1CCCC(c2n[nH]c(=O)n2-c2ccccc2)C1 (stereo not given)
  -11%, 1%, 8, -8%, -25%, -2%, -41%[11.5 µM]

# Further structures.
# Results follow in this order: SNCA viab count, 3T3 cytotox, IP6K1 inh, SNCA expr inh, HEK cytotox, FLuc inh, GPT2 inhibitor
Cc1ccc(CNC(=O)N2CCCC(Cc3noc(-c4ccccc4)n3)C2)cc1 (stereo not given)
  -20%, 25µM*, 8, u, 28µM*, -8%, i
Cc1[nH]cnc1C(=O)N1CCC2(CC1)NC(=O)CC2C(=O)O (stereo not given)
  -5%, -9%, -1, -10%, 1%, -6%, i
Cc1nc(NC(=O)C2CC(=O)N(c3n[nH]c4cc(Br)ccc34)C2)sc1C (stereo not given)
  1%, -21%, -19, -10%, u, 0%, i
Cc1noc(C)c1CC(=O)N1C[C@@H](CO)[C@H](c2ccccn2)C1
  8%, -25%, 15, 7%, -27%, -11%, -3%
c1cncc(OCc2nc(C3CCNCC3)no2)c1
  -2%, i, -2, -16%, u, 4%, 1%
COc1cccc(CNC(=O)Cn2nc(-c3ccc(Cl)cc3)ccc2=O)c1
  6%, x, -3, -4%, x, x, x
O=c1oc2ccc(Cl)cc2cc1-c1cn2c(n1)sc1ccccc12
  3%, x, -8, 6%, x, x, x
CCCN(CCC)C(=O)Cn1c(=O)n(CCCCCC(=O)Nc2ccccc2)c(=O)c2sccc21
  13%, x, 41, 7%, x, x, x
CCCCN1C(=O)c2ccccc2C(C(=O)NC2CC2)C12CCCCC2 (stereo not given)
  -2%, -21%, 3, -2%, u, -1%, i
Cc1ccccc1Oc1ncccc1CNC(=O)c1cnn2ccccc12
  3%, u, 1, u, u, 10%, 4%
Cc1ccc2nc(-c3ccc(NC(=O)COc4ccccc4C(C)(C)C)cc3)sc2c1
  12%, x, 47, 22%, x, x, x
Cn1cc(C(=O)N2CCC(N(Cc3cccnc3)C3CCOCC3)CC2)cn1
  7%, -21%, 0, -13%, -10%, -13%, i

# As entered above:
# `O=c1oc2ccc(Cl)cc2cc1-c1cn2c(n1)sc1ccccc12` in IP6K1 inh reads -8
# `Cc1noc(C)c1CC(=O)N1C[C@@H](CO)[C@H](c2ccccn2)C1` in FLuc inh reads -11%
